KCNH2 3.1 block – KCNH2 3.1 (human) potassium channel inhibition | 0.95% of 340,000 active | U2OS KCNH2 3.1, thallium flux FluxOr; hits give low values | activity change, % (tested at about 1.8 µM) | AID 720553;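 active means maximum activity change below -70%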;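 further: thallium influx rate constant from kinetic fluorescence after stimulation buffer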
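We transduce U2OS cells with the mutant 3.1 virus, culture them overnight, load FluxOr with Red40 quencher for 45 min, then add stimulation buffer and read kinetically for 2 min to derive a normalized rate constant.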
hERG WT inh – inhibitors of human wildtype KCNH2 potassium channel; Q12809; U2OS, BacMam KCNH2, thallium flux FluxOr; hits give low values; activity change, % at 1.84 µM; 0.37% of 340,000 active; AID 720551;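 active means maximum activity change below -70%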
Target sequence (Q12809 whole entry, looked up): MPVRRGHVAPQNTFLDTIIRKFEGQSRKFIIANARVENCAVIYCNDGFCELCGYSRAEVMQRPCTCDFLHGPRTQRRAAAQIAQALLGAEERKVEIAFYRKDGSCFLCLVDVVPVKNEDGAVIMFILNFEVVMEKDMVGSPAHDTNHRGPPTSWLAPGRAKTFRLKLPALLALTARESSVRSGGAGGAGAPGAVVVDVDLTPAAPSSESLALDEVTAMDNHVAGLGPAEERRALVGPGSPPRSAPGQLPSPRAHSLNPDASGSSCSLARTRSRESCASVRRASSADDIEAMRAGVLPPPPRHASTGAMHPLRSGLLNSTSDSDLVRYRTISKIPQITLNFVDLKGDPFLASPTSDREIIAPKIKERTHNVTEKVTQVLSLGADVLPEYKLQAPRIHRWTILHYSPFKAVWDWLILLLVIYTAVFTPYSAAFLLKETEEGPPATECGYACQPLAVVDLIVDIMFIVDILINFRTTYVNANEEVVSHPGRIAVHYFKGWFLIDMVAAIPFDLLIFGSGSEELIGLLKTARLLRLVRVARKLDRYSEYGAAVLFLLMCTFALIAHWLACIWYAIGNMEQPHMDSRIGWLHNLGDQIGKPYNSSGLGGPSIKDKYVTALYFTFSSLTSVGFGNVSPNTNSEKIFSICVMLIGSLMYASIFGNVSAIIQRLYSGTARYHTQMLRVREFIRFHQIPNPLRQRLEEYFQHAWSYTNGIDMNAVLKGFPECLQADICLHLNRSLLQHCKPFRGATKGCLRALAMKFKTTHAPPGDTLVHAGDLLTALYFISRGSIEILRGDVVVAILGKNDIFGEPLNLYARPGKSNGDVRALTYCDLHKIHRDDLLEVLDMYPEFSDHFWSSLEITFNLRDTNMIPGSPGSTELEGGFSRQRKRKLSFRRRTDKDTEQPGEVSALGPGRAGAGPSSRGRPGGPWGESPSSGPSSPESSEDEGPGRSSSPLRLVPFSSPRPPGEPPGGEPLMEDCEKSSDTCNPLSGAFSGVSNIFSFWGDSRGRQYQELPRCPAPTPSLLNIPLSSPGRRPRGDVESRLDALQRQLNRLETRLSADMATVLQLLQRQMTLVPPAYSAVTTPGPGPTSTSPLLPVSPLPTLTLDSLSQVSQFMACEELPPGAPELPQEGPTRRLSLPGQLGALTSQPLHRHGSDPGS
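U2OS cells were transduced with wild-type KCNH2 virus (2.03 x 10^8 / mL) for 4 h at room temperature, then cultured overnight at 37 C. Thallium flux was read with FluxOr dye. Rate constants were normalized to DMSO controls.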
Numbers without * were called inactive. On the % scale 0 is the no-effect control and ±100 the full control effect. This is a subset. The share of hits here may be higher or lower than overall.

Molecule,KCNH2 3.1 block,hERG WT inh
C[C@H]1CN([C@@H](C)CO)C(=O)CCCn2nncc2CO[C@@H]1CN(C)C(=O)Nc1ccc(N2CCCCC2)cc1,3,1
NS(=O)(=O)c1ccc(CNC(=O)c2cc(S(=O)(=O)N3CCOCC3)ccc2N2CCCC2)cc1,-1,6
COc1ccc(CN(C)[C@H]2C[C@H]3c4[nH]c5ccccc5c4CCN3C[C@H]2[C@H](C)O)cc1,-81*,-48
COc1ccc(-c2ccc3[nH]c4c(c3c2)CCN2C[C@@H]([C@H](C)O)[C@@H](N(C)C(=O)Nc3cc(Cl)cc(Cl)c3)C[C@@H]42)cc1,-8,-4
COC(=O)[C@@H](NS(=O)(=O)c1cc(Br)ccc1Br)C(C)C,10,-1
COc1cccc(CNC(=O)c2ccc(F)c(S(=O)(=O)N3CCCCC3)c2)c1,1,7
C[C@H](CO)N1C[C@H](C)[C@@H](CN(C)S(=O)(=O)c2ccccc2C#N)OCc2cnnn2CCCC1=O,-14,-7
Cc1c(C)c2cc(Cl)c(OCC(=O)Nc3ccccn3)cc2oc1=O,1,10
CC(=O)c1ccc(OCC(=O)OCC(=O)c2ccc(S(=O)(=O)N3CCCCC3)cc2)cc1,-5,4
COc1ccccc1CCNC(=O)C1CC(=O)N(c2ccccc2F)C1 (stereo not given),-8,-12
CC(OC(=O)Cc1n[nH]c(=O)c2ccccc12)C(=O)N(C)c1ccccc1 (stereo not given),5,-9
O=C(Nc1ccn(CCCNCC2CCCCC2)c(=O)n1)OCc1ccccc1,3,9
c1cc2c(c(CC3CO3)c1CC1CO1)OCCOCCOCCOCCO2 (stereo not given),-5,0
CC1(C)OC(=O)NC1c1ccccc1 (stereo not given),-4,2
O=C(CCn1cccn1)N1CCCC(Nc2ccc(F)c(F)c2)C1 (stereo not given),19,-3
COc1cc(C(=O)N2CCN(c3cccc(Cl)c3)CC2)ccc1OCC(=O)N1CCOCC1,-3,46
CNC(=O)C[C@@H]1C(=O)N(CCc2ccccc2)CC1(C)C,5,-9
CNC(=O)c1ccc(CN(C)C(=O)/C=C/c2ccc(S(=O)(=O)N3CCCCCC3)cc2)cc1,9,-5
NC(=O)c1csc(CCNC(=O)c2ccccc2)n1,-5,-9
C[C@@H]1CN([C@H](C)CO)C(=O)CCCn2nncc2CO[C@H]1CN(C)C(=O)Nc1ccc2c(c1)OCO2,-2,-5
C[C@@H]1CN([C@@H](C)CO)C(=O)c2cc(Br)cnc2O[C@H]1CN(C)C(=O)c1cccc(F)c1,11,5
CC(=O)Nc1ccccc1NC(=O)c1ccc2c(c1)OCO2,3,-3
COc1cccc(CN(C)C[C@@H]2OCc3cnnn3CCCC(=O)N([C@H](C)CO)C[C@H]2C)c1,1,-5
O=C(COC(=O)c1ccc(Cl)c(S(=O)(=O)N2CCCCC2)c1)NC1CCCCC1,-2,16
Cc1cn([C@H]2C[C@H](O)[C@@H](CNCc3cc(Br)ccc3OCc3ccccc3)O2)c(=O)[nH]c1=O,-12,10
O[C@H]1CN(CC2CCCCC2)[C@@H](c2ccc(Cl)cc2)C[C@@H]1n1cc(C2CC2)nn1,-24,1
Cc1ccc(S(=O)(=O)N(C)CC(=O)N(C)CCOc2ccccc2)cc1,1,5
Cc1cccc(C)c1NC(=O)C(C)NCc1cccs1 (stereo not given),0,2
O=C(NNC(=O)C1CCC1)c1ccc(F)cc1,8,-6
COc1ccc(C#Cc2ccc3c(c2)O[C@@H](CN(C)C(=O)Nc2cccc(OC)c2)[C@H](C)CN([C@@H](C)CO)S3(=O)=O)cc1,-18,-12

Complete entries, quoted from the list. Order of screens: KCNH2 3.1 block	hERG WT inh
Profile of O=C(NNC(=O)C1CCC1)c1ccc(F)cc1 = 8	-6
Profile of Cc1cn([C@H]2C[C@H](O)[C@@H](CNCc3cc(Br)ccc3OCc3ccccc3)O2)c(=O)[nH]c1=O = -12	10
Profile of CC(=O)Nc1ccccc1NC(=O)c1ccc2c(c1)OCO2 = 3	-3
Profile of C[C@@H]1CN([C@@H](C)CO)C(=O)c2cc(Br)cnc2O[C@H]1CN(C)C(=O)c1cccc(F)c1 = 11	5
Profile of COc1ccc(C#Cc2ccc3c(c2)O[C@@H](CN(C)C(=O)Nc2cccc(OC)c2)[C@H](C)CN([C@@H](C)CO)S3(=O)=O)cc1 = -18	-12

Going on with the list:
Molecule,KCNH2 3.1 block,hERG WT inh
N#CN=CN1CC=C(c2ccc(Cl)cc2)CC1,-1,0
Cc1ccc(CN(C)C[C@H]2OCc3cnnn3CCCC(=O)N([C@@H](C)CO)C[C@@H]2C)cc1,17,2
Cc1nc(SCC(=O)NC2CCCC2)c2oc3ccccc3c2n1,7,19
Cc1ccccc1CNC(=O)C(C)Sc1ccccc1 (stereo not given),2,9
CCCCCCn1c(=O)n2n(c1=O)[C@@H]1CN(S(=O)(=O)c3ccc(C)cc3)C[C@]1(O)[C@@H](OC(=O)NC1CCCC1)C2,5,2
CCc1noc(C)c1C(=O)OCC(=O)c1ccc(NC(=O)CC(C)C)cc1,8,15
COc1ccc([C@H]2CN(Cc3ccccc3)C(=O)[C@@H]2CC(=O)Nc2ccccc2)cc1,22,4
C[C@H](O)[C@@H]1C(=O)N2CCc3c([nH]c4ccccc34)[C@@H]2C[C@@H]1N(C)C(=O)NC1CCCCC1,-14,-114*
COc1ccccc1-c1n[nH]nc1C1=CC(=O)CC(C)(C)C1,-17,0
COc1ccc(CN(C)C[C@@H]2OCCCC[C@@H](C)Oc3ccc(N(C)C)cc3C(=O)N([C@H](C)CO)C[C@@H]2C)cc1,9,8
CCOc1ccccc1NC(=O)C1C(c2ccccc2)C1(Cl)Cl (stereo not given),15,0
O=C(CN1CCOCC1)N1c2ccccc2Sc2ccc(Cl)cc21,9,40
O=C(c1ccccc1)c1ccc(N2CCN(C(=O)c3ccc(F)cc3F)CC2)c(F)c1,-10,25
O=C(NCC(c1ccco1)N1CCCC1)c1cccc(S(=O)(=O)N2CCCCC2)c1 (stereo not given),13,15
C/C(COc1ccccc1)=N\NC(=O)c1nnn(-c2nonc2N)c1-c1ccc(C)cc1,1,5
Cc1ccc(OCC(=O)Nc2cccc(S(=O)(=O)N3CCCC3)c2)cc1C,-4,12
O=C1CC2(CCCC2)C(=O)N1CN1CCN(S(=O)(=O)c2cc(F)ccc2F)CC1,14,1
COc1cccc(CNC(=O)COC(=O)c2ccc(-c3ccc(O)cc3)cc2)c1,5,2
COc1ccc(OC)c(C(=O)NC2CCCc3c2cnn3-c2cc(C)cc(C)c2)c1 (stereo not given),-6,0
Cc1[nH]c2ccccc2c(=O)c1CNCc1ccccc1,-6,11

Carrying on.
Each structure is followed by: KCNH2 3.1 block | hERG WT inh
> COCCN(C(=O)COC(=O)CSc1cc(C)ccc1C)c1c(N)n(Cc2ccccc2)c(=O)[nH]c1=O
→ 4 | -1
> Nc1nc(N)c2cc(S(=O)(=O)c3ccc4ccccc4c3)ccc2n1
→ -3 | 5
> COc1ccccc1S(=O)(=O)N(C)C[C@H]1OCc2cnnn2CCCC(=O)N([C@@H](C)CO)C[C@@H]1C
→ 3 | 0
> O=C(c1cccs1)N1C[C@H](n2cc(-c3ccc(F)cc3)nn2)[C@@H](O)C[C@@H]1c1ccc(Cl)cc1
→ -12 | 10
> Cc1csc(SCC(=O)Nc2cc(F)ccc2C)n1
→ 12 | -1
> CC1C(=O)N(Cc2cn(CC3CCCCC3)nn2)CCS(=O)(=O)N1Cc1ccc(-c2ccc(F)nc2)cc1 (stereo not given)
→ -1 | -6
> CCCS(=O)(=O)N1CCN(Cc2ccc(OCc3ccccc3)c(OC)c2)CC1
→ -9 | 7
> Cc1ccc([C@H]2C[C@@H](O)[C@H](n3cc(-c4ccc(F)cc4)nn3)CN2C(=O)c2cccs2)cc1
→ -31 | 21
> CCN(CC)C(=O)C1=C(C)N(Cc2ccccc2)C(=O)C(CC(=O)NCc2cccc3ccccc23)C1 (stereo not given)
→ -15 | -6
> COCCn1c(SCC(=O)Nc2ccc3c(c2)OCCO3)nc2ccccc2c1=O
→ -3 | -16
> COc1cccc(/C=N/NC(=O)C(=O)N2CCCC2)c1
→ -75* | 19
> COc1ccc(S(=O)(=O)N2CCOCC2)cc1NC(=O)c1ccc(SC)cc1OC
→ -3 | -8
> COc1ccc(/C=C/C(=O)OCC(=O)N2c3ccccc3CC2C)c(OC)c1 (stereo not given)
→ -3 | 16
> COC(=O)C[C@H]1C[C@H]2c3cc(NC(=O)C4CCOCC4)ccc3O[C@H]2[C@H](CO)O1
→ -13 | -4
> COc1ccc(CN2C(=O)C(CC(=O)NCc3cccs3)CC(C(=O)N(C(C)C)C(C)C)=C2C)cc1 (stereo not given)
→ 19 | 9
> C[C@H](CO)N1C[C@H](C)[C@@H](CN(C)C(=O)Nc2ccc3c(c2)OCCO3)OCc2cnnn2CCCC1=O
→ 5 | -21
> CCCn1c(CC)nc([N+](=O)[O-])c1Sc1ncn[nH]1
→ 8 | -2
> O=C(N/C=C/n1cnc2cc(C(F)(F)F)ccc21)c1ccc(F)cc1
→ 10 | 1
> CCCN(CC(=O)Nc1ccccc1C)C(=O)C1CCN(S(=O)(=O)c2ccc(C)c(C)c2)CC1
→ 35 | 12
> Cc1cccc(NC(=O)COC(=O)c2c(-c3ccccc3)noc2C)c1
→ -2 | -1
> CCCCCC(=O)N1C[C@H](O)[C@@H](n2cc(COC(=O)c3ccccc3)nn2)C[C@@H]1c1ccc(OC)cc1
→ -1 | 11
> O=C(NC(Cc1ccccc1)C(=O)N1CCN(c2ccc(F)cc2)CC1)c1ccccc1 (stereo not given)
→ -4 | -1
> CCOc1ccc(NC(=O)c2ccc(F)c(S(=O)(=O)N3CCCC3)c2)cc1
→ 4 | -12
> O=C(NCc1nnc(SCC(=O)N2CCOCC2)o1)c1ccccc1
→ 4 | -1
> C[C@H]1CN([C@@H](C)CO)C(=O)CCCn2cc(nn2)CO[C@@H]1CN(C)C(=O)Nc1cccc(Oc2ccccn2)c1
→ 1 | 7
> CCC/C=C/c1ccc(CN2C(C)C(=O)N(Cc3cn(CCC4OCCCO4)nn3)CCS2(=O)=O)cc1 (stereo not given)
→ 8 | -4
> COc1ccc(Cl)cc1NC(=O)CSc1nc2[nH]ncc2c(=O)[nH]1
→ 18 | -8
> CCC1Oc2ccccc2N(CC(=O)N2CC(C)CC(C)C2)C1=O (stereo not given)
→ -8 | -15
> Cc1nnc(NC(=O)CCN2C(=O)C3CC=CCC3C2=O)s1 (stereo not given)
→ 7 | 0
> Cc1ccc(NC(=O)CSCC(=O)N(C)CC(=O)Nc2c(C)cccc2C)cc1
→ -15 | -7

Of the compounds above, three have two or more sulfur atoms.
Each structure is followed by: KCNH2 3.1 block | hERG WT inh
> NS(=O)(=O)c1ccc(CNC(=O)c2cc(S(=O)(=O)N3CCOCC3)ccc2N2CCCC2)cc1
→ -1 | 6
> Cc1csc(SCC(=O)Nc2cc(F)ccc2C)n1
→ 12 | -1
> COc1ccc(S(=O)(=O)N2CCOCC2)cc1NC(=O)c1ccc(SC)cc1OC
→ -3 | -8

(listing goes on)
Each structure is followed by: KCNH2 3.1 block | hERG WT inh
> Nc1c(Br)cc(Br)c2c1[nH]c(=O)c1ccccc12
→ -2 | 8
> O=C(O)c1ccc2c(c1)S(=O)(=O)c1cc(N3CCN(c4cnccn4)CC3)ccc1C2=O
→ -3 | 0
> C[C@H](CO)N1C[C@H](C)[C@@H](CN(C)C(=O)c2ccc(F)cc2)Oc2cc(Br)ccc2S1(=O)=O
→ -8 | -11
> O=C1CSC(=S)N1Cc1ccccc1
→ -19 | -3
> CC(=O)NC1CC2CCCC(C1)N2C(=O)Nc1ccc(Cl)cc1 (stereo not given)
→ -2 | -2
> C[C@@H]1CN([C@@H](C)CO)C(=O)CCCn2nncc2CO[C@H]1CN(C)S(=O)(=O)c1ccc(Cl)cc1
→ 12 | 12
> O=C(c1cc(C2CC2)nn1-c1ccccc1)N1CCN(S(=O)(=O)c2ccc(F)cc2)CC1
→ -1 | 59
> Cc1cc(C)n2nc(C(=O)OCC(=O)NC3CCS(=O)(=O)C3)nc2n1 (stereo not given)
→ 9 | -7
> CCc1ccc(N2CC(C(=O)N(CC)CC(=O)Nc3c(F)cccc3F)CC2=O)cc1 (stereo not given)
→ 9 | 14
> O=C(NCCN1CCOCC1)C1CCN(S(=O)(=O)c2ccccc2)CC1
→ -4 | -2
> COc1ncnc2c1ncn2CCCN1CCN(Cc2cccc3ccccc23)CC1
→ -19 | -9
> C[C@@H]1CCCCO[C@H](CN(C)Cc2ccc(Cl)c(Cl)c2)[C@@H](C)CN([C@H](C)CO)C(=O)c2cc(N(C)C)ccc2O1
→ 20 | 13
> CCCCCCNC(=O)OC12CN(C(=O)OC(C)C)N(C(=O)OC(C)C)CC1(O)CN(S(=O)(=O)c1ccc(C)cc1)C2 (stereo not given)
→ -1 | -7
> CCCCCC(=O)N1C[C@@H](O)[C@H](n2cc(-c3ccc(F)cc3)nn2)C[C@@H]1c1ccc(Cl)cc1
→ -31 | -10
> C[C@H]1CN([C@@H](C)CO)C(=O)CCCn2cc(nn2)CO[C@@H]1CN(C)C(=O)Nc1ccc(N2CCCCC2)cc1
→ 8 | 3
> CC(C)CC1NC(=O)c2cc3ccccc3cc2-n2c1nc1ccc(Cl)cc1c2=O (stereo not given)
→ 2 | -18
> C[C@@H]1CN([C@@H](C)CO)S(=O)(=O)c2ccc(Br)cc2O[C@H]1CN(C)C(=O)C1CCOCC1
→ -15 | -6
> Cc1ccc(C)c2c1CCC(=Cc1ccccc1[N+](=O)[O-])C2=O
→ -6 | -18
> COc1ccc(C(O)c2cnc(C)n2Cc2ccccc2)cc1 (stereo not given)
→ -2 | -8
> COc1ccc(CN2CCC[C@]3(N[C@H](c4ccc(C(F)(F)F)cc4)[C@@H]4C(=O)N(Cc5ccccc5)C(=O)[C@@H]43)C2=O)cc1
→ -19 | -2
